# Wnt bcat act: Wnt/beta-catenin pathway activation; AID 743398; activation, % at 9.35 µM; Wnt/beta-catenin reporter cell assay, activator, plate reader; 300,000 compounds, 1.2% hits; in the data active = activation above about 30%, passing the limit was not always enough; inconclusive = no clear call, values can overlap the other calls;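 note: 0% = neutral control wells and 100% = positive control wells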
# CAL PDZ FP-1: blocks peptide binding to the human CAL PDZ domain. purified CAL PDZ, TMR-peptide fluorescence polarization, 1 h. inhibition, % at 24.9 µM. 300,000 compounds, 0.92% hits. AID 602252;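 active = mean inhibition of at least 30% with at least half of replicates also reaching 30%; inconclusive = no clear call, values can overlap the other calls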;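 note: 0% = DMSO neutral control and 100% = excess unlabeled competitor peptide PRC23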
# Tat export inh: inhibitors of E. coli Tat protein transport; 340,000 compounds, 0.036% hits; E. coli MC4100 TorA-mCherry Tat export, fluorescence; inhibition, % at 10 µM; AID 488895;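 active = mean replicate inhibition at least 50% and at least half of replicates individually reaching 50%; inconclusive = only one of the two criteria met; inactive = neither criterion met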;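 note: exported cargo escapes ClpAP degradation while cytoplasmic cargo is degraded and loses fluorescence; 0% = median of neutral control wells and 100% = median of NaSCN control wells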
# MITF act: activators of MITF-driven TRPM1 promoter activity in SK-MEL-5 cells; 300,000 compounds, 0.75% hits; SK-MEL-5 TRPM1-promoter luciferase, 24 h; % of positive control, neutral wells = 0; activation, % at 12.5 µM; AID 588334;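 active = mean activation of at least 80% with every replicate also reaching 80%; inconclusive = mean reaches 80% but some replicate falls short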;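 note: 0% = neutral control wells and 100% = parthenolide positive control wells; values of inactives mirror those of a sister screen read the other way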
# SR-BI HDL uptake: mouse SR-BI HDL lipid transfer inhibition | ldlA[mSR-BI] CHO cells, DiI-HDL uptake fluorescence, 3 h | AID 488896 | 320,000 compounds, 0.96% hits | inhibition, % at 12.5 µM | Q61009;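 active = mean replicate inhibition of at least 70% and a set share of replicates each scoring 70 or more; inconclusive = meets just one of the two criteria; inactive = fails both criteria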;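 note: 0% = median of neutral control wells and 100% = median of positive control wells; values of inactives mirror those of a sister screen read the other way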
# Target sequence (Q61009 whole entry, looked up): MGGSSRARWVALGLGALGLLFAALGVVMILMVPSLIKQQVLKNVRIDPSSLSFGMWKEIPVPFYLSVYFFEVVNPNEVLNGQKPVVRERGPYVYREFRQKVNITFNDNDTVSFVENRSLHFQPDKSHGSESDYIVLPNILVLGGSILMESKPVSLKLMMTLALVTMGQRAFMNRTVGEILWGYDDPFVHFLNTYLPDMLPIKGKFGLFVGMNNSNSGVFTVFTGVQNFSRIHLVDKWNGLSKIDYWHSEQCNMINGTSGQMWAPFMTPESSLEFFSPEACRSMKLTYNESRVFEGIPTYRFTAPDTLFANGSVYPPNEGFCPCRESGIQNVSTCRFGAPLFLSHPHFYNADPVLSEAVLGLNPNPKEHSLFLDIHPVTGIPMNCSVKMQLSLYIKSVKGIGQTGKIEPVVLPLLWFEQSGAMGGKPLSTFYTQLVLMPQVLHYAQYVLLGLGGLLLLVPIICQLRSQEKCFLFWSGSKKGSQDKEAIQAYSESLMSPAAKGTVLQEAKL
# E coli growth: counter-screen for AddAB inhibitors: E. coli growth inhibition. 330,000 compounds, 0.27% hits. inhibition, % at 11.9 µM. E. coli V3065 growth, OD600 absorbance, 18 h;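 active = inhibition above the campaign's mean inhibition across all tested compounds plus 3 SD, cut at about 9.9% in these data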;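 note: uninfected addAB+ strain grown without phage in ampicillin broth; 0% = DMSO wells and 100% = ciprofloxacin 0.95 µg/ml wells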
# CAL PDZ FP-2: inhibitors of human CAL PDZ peptide binding | Q9HD26 | purified CAL PDZ, TMR-peptide fluorescence polarization, 1 h | inhibition, % at 20 µM | 330,000 compounds, 0.02% hits | AID 504414;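 active = highest replicate inhibition of at least 40%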;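 note: plate controls were DMSO neutral control wells for no effect and unlabeled competitor peptide control wells for full effect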
#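 Material: tagged CAL PDZ protein CerCALP, purified; buffer or medium: sodium phosphate/NaCl buffer pH 7.4 with TCEP, IgG, Thesit; also added: fluorescent TMR peptide probe; schedule: 1 h incubation at room temperature before polarization reading; technique: fluorescence polarization from S- and P-plane intensities, G-factor corrected; control set: unlabelled peptide and DMSO controls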
# SR-BI uptake up: enhances SR-BI lipid uptake from DiI-HDL; CHO ldlA[mSR-BI] cells, DiI-HDL uptake fluorescence, 3 h; 100 = double the neutral-control signal; 320,000 compounds, 0.096% hits; AID 504775; activation, % at 12.5 µM;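 active = mean replicate activation of at least 60% and every replicate at or above 60%; inconclusive = mean or all-replicate condition met, but not both; inactive = mean below 60% and not all replicates reaching 60%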;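 note: 0% = median plate neutral-control signal and 100% = twice that signal; values of inactives mirror those of a sister screen read the other way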
#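 Test system: SR-BI-overexpressing, LDLR-lacking CHO cells; Also added: labelled HDL, 10 µg/mL; Measured by: bottom-read cell fluorescence after medium removal, ex 550/em 595 nm; Timing: 3 h uptake period with compound, 37 °C; Buffer or medium: F12, 0.5% BSA, 25 mM HEPES; Doses: single compound concentration, delivered by pin transfer.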
# phage Ecoli inh: E. coli growth loss with phage present | growth absorbance | inhibition, % at 11.9 µM | 360,000 compounds, 0.26% hits | AID 651602; in the data active = inhibition above about 11%
# AddAB inh: less growth of phage-infected E. coli with AddAB; E. coli expressing H. pylori AddAB, absorbance growth; inhibition, % at 11.9 µM; 330,000 compounds, 0.29% hits; AID 435030; in the data active = inhibition above about 12%;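 note: 0% = vehicle wells of infected cells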
# * hit, by the source's call; ? = inconclusive; nt = not tested or not shown.
Compound	Wnt bcat act	CAL PDZ FP-1	Tat export inh	MITF act	SR-BI HDL uptake	E coli growth	CAL PDZ FP-2	SR-BI uptake up	phage Ecoli inh	AddAB inh
COc1ccc(N(CC(=O)NCc2ccco2)S(C)(=O)=O)cc1OC	nt	-3	0	nt	-111	-1.7	1.2	?	1.2	0.0
Cn1c(=O)c2c(SCCN3CCOCC3)nc(C3CCCC3)nc2n(C)c1=O	-2	-5	0	8	1	-0.8	-2.2	-1	2.7	-1.3
Cc1ccc(NC(=O)C2CC(=O)NC(N3CCCCC3)=N2)cc1Cl (centres undefined)	-3	-2	1	-15	1	-0.3	-0.9	-1	2.0	0.7
Cc1cc(SCC(=O)N/N=C/c2ccc(O)cc2O)c(C)cc1Br	-17	-5	-9	nt	26	-0.4	-0.1	-26	7.8	2.6
CCN1CCN(C(c2ccc(OC)cc2)C(O)C(=O)c2c[nH]c3ccccc23)CC1 (centres undefined)	nt	5	12	4	7	0.1	-0.8	-7	nt	-0.3
CCOCCCNC(=O)/C=C1\Sc2ccccc2N(Cc2ccccc2F)C1=O	-4	5	3	18	nt	-1.3	-0.7	nt	1.8	-0.8
COc1ccccc1-c1ccc(=O)n(CC(=O)NCc2ccco2)n1	nt	-3	-3	12	4	1.3	-0.8	-4	2.5	5.4
O=C(NC1CCCCC1)C(c1cccnc1)N(C(=O)CCl)c1cccc(Cl)c1 (centres undefined)	-1	-4	4	-82	-42	1.1	-0.5	42	3.0	0.4
O=C(Nc1ccc(OC(F)F)c(Cl)c1)c1ccccn1	-1	0	-4	?	13	4.9	3.5	-13	1.4	3.1
COC(=O)[C@H](CCSC)NC(=O)Nc1ccc(OC)c(Cl)c1	nt	-2	5	3	-17	2.2	-0.2	17	3.9	-3.0
CCC(CO)Oc1cc(NC(=O)c2cccc(OC)c2)c2ncn(C(C)C)c2c1 (centres undefined)	-6	1	1	0	44	-16	0.2	-44	-9.5	-8.2
CCC(C(=O)OC)n1cnc2c(nnn2-c2cccc(Cl)c2)c1=O (centres undefined)	-12	nt	-6	nt	8	1.2	-1.3	-8	2.1	-1.1
Cc1ccc(Nc2nc(N)c([N+](=O)[O-])c(NCCO)n2)cc1	-1	nt	nt	nt	nt	-0.1	nt	nt	-0.9	1.1
COC(=O)c1ccc(Nc2cc(C)nc3ncnn23)cc1	2	3	0	nt	3	0.4	-1.2	-3	4.0	0.7
CCCCCN(C(=O)CCC(=O)OCC(=O)N(CC#N)c1ccccc1)c1c(N)n(CCCC)c(=O)[nH]c1=O	0	8	3	1	-14	0.8	-3.3	14	0.8	0.5
O=C(NCCN1CCN(C(=O)c2cccc(Br)c2)CC1)C(=O)NCc1ccccc1	-3	-2	4	-1	18	-2.0	-0.2	-18	0.7	-2.4
CC(=O)Nc1ccc(NC(=O)c2sc3nc4c(c(-c5ccc(C)cc5)c3c2N)CCC4)cc1	nt	-9	8	nt	58	-3.3	-1.5	-58	nt	-1.5
COc1ccc2cc(CN(Cc3cccs3)Cc3nnnn3Cc3ccccc3)c(=O)[nH]c2c1	-6	nt	5	3	3	0.3	-2.7	-3	3.3	0.3
CCOc1ccc(-c2nc3n(c(=O)c2C#N)CCCS3)cc1	nt	-1	3	3	30	-0.2	-1.5	-30	0.0	1.4
CCOC(=O)Nc1cccc(NC(=O)c2cc(OC)cc(OC)c2)c1	nt	-4	-4	7	74*	3.8	-3.0	-74	3.2	5.3
O=C(c1cccc(S(=O)(=O)N2CCN(c3ccccc3)CC2)c1)N1CCCCCCC1	-1	nt	7	-13	10	-1.1	-1.0	-10	3.2	-2.4
CC(C)c1ccc(Nc2cnn(C34CC5CC(CC(CC(=O)O)(C5)C3)C4)c(=O)c2Cl)cc1	-3	-1	2	-2	-14	-1.6	-3.6	14	3.5	-0.1
CNC(=O)c1c(C)noc1C	0	0	10	3	-31	0.3	-0.1	31	3.4	-1.3
Cc1ccc(-n2c(C)c(C)c3c(NCCN(C)C)ncnc32)cc1	1	1	5	13	6	-0.7	0.8	-6	2.0	-1.4
O=C1CC(c2ccco2)CC(O)=C1C=NCC1NCCc2ccccc21 (centres undefined)	-8	-6	-5	-11	-14	-0.6	-3.7	14	1.8	-1.1

# Molecules listed so far containing an NH in an aromatic ring, in the order listed:
Compound	Wnt bcat act	CAL PDZ FP-1	Tat export inh	MITF act	SR-BI HDL uptake	E coli growth	CAL PDZ FP-2	SR-BI uptake up	phage Ecoli inh	AddAB inh
CCN1CCN(C(c2ccc(OC)cc2)C(O)C(=O)c2c[nH]c3ccccc23)CC1 (centres undefined)	nt	5	12	4	7	0.1	-0.8	-7	nt	-0.3
CCCCCN(C(=O)CCC(=O)OCC(=O)N(CC#N)c1ccccc1)c1c(N)n(CCCC)c(=O)[nH]c1=O	0	8	3	1	-14	0.8	-3.3	14	0.8	0.5
COc1ccc2cc(CN(Cc3cccs3)Cc3nnnn3Cc3ccccc3)c(=O)[nH]c2c1	-6	nt	5	3	3	0.3	-2.7	-3	3.3	0.3

# Results in E coli growth and SR-BI uptake up, for 2 of the compounds above:
SMILES | E coli growth | SR-BI uptake up
Cc1ccc(NC(=O)C2CC(=O)NC(N3CCCCC3)=N2)cc1Cl (centres undefined) | -0.3 | -1
O=C1CC(c2ccco2)CC(O)=C1C=NCC1NCCc2ccccc21 (centres undefined) | -0.6 | 14

# Next compounds.
Compound	Wnt bcat act	CAL PDZ FP-1	Tat export inh	MITF act	SR-BI HDL uptake	E coli growth	CAL PDZ FP-2	SR-BI uptake up	phage Ecoli inh	AddAB inh
COc1ccc(Cl)cc1NC(=O)CCN1CCN(c2ccccc2C)CC1	nt	-1	-1	3	36	0.7	-1.3	-36	-0.7	0.2
NNC(=O)C1CCN(S(=O)(=O)c2ccc(Cl)cc2)CC1	-1	-4	0	10	-19	-2.6	-0.7	19	4.1	3.1
CCCN(C(=O)CSc1nnnn1-c1ccccc1OC)C1CCS(=O)(=O)C1 (centres undefined)	2	-2	-5	-7	-11	-2.0	-1.8	11	1.3	2.1
COc1ccc(S(=O)(=O)c2c(O)c3ccc(C(=O)Nc4ccccc4)cc3[nH]c2=O)cc1	-1	nt	-8	-3	10	2.4	-4.2	-10	2.4	4.0
Cc1ccc(NC(=O)CN(C)C(=O)COC(=O)C2=COCCO2)cc1	0	0	-9	-1	-22	2.0	-2.0	22	2.2	1.9
O=C(O)Cc1sc(NC2CCCCC2)nc1-c1ccc(Cl)cc1	7	-2	-10	6	4	0.7	-3.5	-4	-0.4	2.7
CN(C)c1nc(NC(C)(C)C)nc(SCC(=O)Nc2ccccc2)n1	0	1	6	-1	-11	1.6	-0.2	11	1.5	0.5
COC(=O)c1cccc(NC(=O)CSc2nnc(C)n2C)c1	0	3	4	6	-20	1.0	-18	20	4.0	0.9
O=C(Cn1nc(-c2ccc(Cl)cc2)c2ccccc2c1=O)Nc1cccnc1	-2	-3	4	3	16	-2.0	-2.4	-16	-0.3	-1.9
CC1Cc2cc(/C(O)=C3/C(=O)C(=O)N(CCCn4ccnc4)C3c3ccc(Br)cc3)ccc2O1 (centres undefined)	0	1	-8	5	-12	0.8	-1.0	12	-0.3	2.9
CCOC(=O)C1=C(COC(=O)c2ccc(OC)c(S(=O)(=O)N3CCOCC3)c2)NC(=O)NC1C (centres undefined)	-1	-1	-4	-6	19	nt	0.0	-19	2.4	nt
S=c1[nH]nc(-c2cc(-c3ccccc3)n[nH]2)n1/N=C/c1cccc(Cl)c1	5	-4	0	nt	nt	1.1	-0.5	nt	1.9	-0.3
CCCOc1ccc(C2C(C(=O)c3cc4ccccc4o3)=C(O)C(=O)N2c2cc(C)on2)cc1OC (centres undefined)	-1	-5	-31	17	-8	0.1	-3.0	8	3.8	2.4
CCc1nn(-c2cc(Oc3cccc4ccccc34)nc(-c3ccccc3)n2)c(N)c1C#N	nt	6	0	-86	-17	1.7	0.1	17	3.0	2.0
CN(C)/C=N/C(=S)Nc1ccc(Cl)cc1Cl	9	4	-1	64	-1	-0.9	-1.4	1	4.0	2.4
CCOc1ccc(N2C(=O)C3C4C=CC(CC4)C3C2=O)c([N+](=O)[O-])c1 (centres undefined)	-2	-2	10	nt	1	-0.7	0.0	-1	2.8	3.1
Cc1[nH]c2c(C)cccc2c(=O)c1CN1CCCCCC1	-1	-2	-1	6	-5	-1.0	-2.3	5	-0.5	-0.8
COc1ccc(C(=O)Nc2ccc(-c3nnn(CC(=O)N4CCN(C(=O)c5ccco5)CC4)n3)cc2)cc1	4	2	-2	5	67	-1.6	-1.2	-67	5.1	3.9
Cc1ccccc1NNC(=O)C(=O)NNc1ccccc1C	0	33*	-1	-3	-3	0.3	-0.8	3	-0.8	0.3
COc1ccc(OC)c(C(=O)COC(=O)c2ccc(C)o2)c1	nt	-1	2	-8	31	0.8	-1.2	-31	-8.1	1.6
CCCOc1ccc(C(=O)C(CN2CCCC2)c2ccccc2)cc1 (centres undefined)	-24	1	-2	-78	10	0.3	-0.9	-10	3.1	3.5
CC(NC(=O)COC(=O)C1(C)CC1(Cl)Cl)c1ccccc1 (centres undefined)	4	0	2	15	-1	-3.8	-3.3	1	-0.2	-1.1
COc1ccc(CN2C(=O)c3cccnc3C2=O)cc1S(=O)(=O)NC1CCCCC1C (centres undefined)	-3	-1	-4	-3	-8	-0.6	-2.1	8	0.2	2.3
COC(=O)C1CCN(CC(=O)NC(=O)Nc2ccccc2F)CC1	8	-1	0	9	-20	1.5	-0.2	20	1.4	0.6
CCC1CCCCN1S(=O)(=O)c1ccc(S(=O)(=O)N(Cc2ccccn2)CC2CCCO2)cc1 (centres undefined)	nt	0	2	-7	13	-1.0	-0.6	-13	0.3	2.7
COc1ccccc1NC(=O)CSc1nnnn1C	nt	-4	-2	1	-26	-0.2	-2.2	26	1.1	-0.3
O=C(c1ccc(NC2=NC3CS(=O)(=O)CC3S2)cc1)N(CCO)Cc1ccccc1 (centres undefined)	0	-5	0	-1	-7	2.3	-2.7	7	1.3	2.2
Cc1nn(Cc2ccccc2)c2c1C(c1ccco1)C(C#N)=C(N)O2 (centres undefined)	-3	-2	-8	8	-24	-1.1	-0.7	24	2.2	2.9
Nc1c(C(=O)N/N=C/c2ccccc2)cnn1-c1ccccc1	0	3	-2	64	30	0.1	-1.6	-30	3.2	2.5

# From PubChem
